Source: PubChem BioAssay
NCOA2 inhibitor = human SRC2 (NCOA2) inhibition. Q15596. HEK293 GAL4-SRC2 luciferase reporter, luminescence. inhibition, % at 9 µM. 370,000 tested, 0.17% active. AID 651957;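 active means inhibition above the mean inhibition of all tested compounds plus 3 SD, set per campaign, cut at about 52% in these data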;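 further: 0% = DMSO treated cells and 100% = cells given Gossypol at 36 µM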
NOD2-RIPK2 inh = NOD2-RIPK2 protein interaction inhibition; CHO BLA complementation NOD2-RIPK2, CCF4 ratio; 360,000 tested, 0.38% active; inhibition, % at 4.98 µM; AID 624267; in the data active means inhibition above about 21%;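 further: 0% = vehicle only and 100% = reference blocker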
Target sequence (O43353 whole entry, looked up): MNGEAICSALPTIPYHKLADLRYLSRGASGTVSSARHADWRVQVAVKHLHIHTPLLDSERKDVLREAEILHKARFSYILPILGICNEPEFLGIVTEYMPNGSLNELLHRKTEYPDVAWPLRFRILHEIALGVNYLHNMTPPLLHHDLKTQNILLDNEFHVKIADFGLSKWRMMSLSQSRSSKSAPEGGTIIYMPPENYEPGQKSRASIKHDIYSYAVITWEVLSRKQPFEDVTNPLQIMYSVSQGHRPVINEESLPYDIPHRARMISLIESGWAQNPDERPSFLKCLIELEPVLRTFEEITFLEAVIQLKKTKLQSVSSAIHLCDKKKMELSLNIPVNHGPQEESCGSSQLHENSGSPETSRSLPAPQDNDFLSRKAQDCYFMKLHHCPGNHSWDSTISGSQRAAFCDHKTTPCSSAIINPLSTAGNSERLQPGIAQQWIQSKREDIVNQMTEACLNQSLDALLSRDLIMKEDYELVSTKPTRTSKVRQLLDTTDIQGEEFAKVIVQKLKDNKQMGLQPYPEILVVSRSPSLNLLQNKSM
ABCB6 inh MLPCN = inhibitors of human ABC transporter ABCB6. K562-ABCB6 porphyrin accumulation, flow cytometry, 1 h; hits give low values. 360,000 tested, 0.19% active. Q9NP58. fluorescence ratio to DMSO, % at 10 µM. AID 602162;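 active means fluorescence ratio to DMSO below 75%, the collection mean minus 3 SD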;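 further: signal is porphyrin accumulated inside mitochondria; 100% equals median channel fluorescence of DMSO control wells; lower ratio means ABCB6 inhibition with less porphyrin fluorescence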
MC4R antagonist = human MC4R antagonism in cAMP assay; inhibition, % at 6.5 µM; MC4R-expressing cells, MTII-stimulated cAMP, LANCE TR-FRET; 360,000 tested, 0.48% active;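 active means inhibition above its plate's cutoff, the mean of tested wells on that plate plus 3 SD, cut at about 29% in these data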;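 further: 0% = Melanotan II alone and 100% = Melanotan II plus saturating MCL0020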
Target sequence (P32245 whole entry, looked up): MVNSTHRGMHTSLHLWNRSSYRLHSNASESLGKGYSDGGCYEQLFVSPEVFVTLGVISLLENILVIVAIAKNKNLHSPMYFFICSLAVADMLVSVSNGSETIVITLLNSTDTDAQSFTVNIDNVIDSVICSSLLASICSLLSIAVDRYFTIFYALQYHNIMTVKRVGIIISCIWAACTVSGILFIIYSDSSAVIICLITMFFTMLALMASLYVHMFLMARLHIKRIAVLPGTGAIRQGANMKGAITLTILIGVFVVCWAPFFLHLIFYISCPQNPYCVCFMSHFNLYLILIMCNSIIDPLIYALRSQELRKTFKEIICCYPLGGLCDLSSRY
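System: U2OS-MC4R stable cell line; Technique: Eu-cAMP/anti-cAMP TR-FRET, emission 671 nm; Repeats: single well per compound; Also added: Melanotan II; Dosing: one concentration, 6.5 µM nominal; Schedule: 30-min compound, 1-h challenge, 1-h detection, room temperature.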
Glyco luc inh = N-linked glycosylation inhibition. D54 ERlucT glycosylation luciferase reporter, 24 h; percent of 100 nM tunicamycin response. reporter increase, % at 12.5 µM. 360,000 tested, 0.23% active. AID 588692;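 active means mean luciferase reporter signal, scaled so untreated is 0 and the glycosylation-blocking control 100, at or above a set limit in every replicate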;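 further: luciferase carries N-glycosylation sites so blocking glycosylation raises the light; 0% = median of neutral control wells and 100% = median of 100 nM tunicamycin wells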
TLR9-MyD88 block = blocks human TLR9 binding to MyD88 | Q9NR96+Q99836 | CHO BLA complementation TLR9-MyD88, CCF4 FRET ratio | inhibition, % at 4.98 µM | 340,000 tested, 0.21% active | AID 504734;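 active means inhibition above the mean over all tested compounds plus 3 SD, cut at about 21% in these data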;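 further: 0% = DMSO only wells and 100% = clavulanate BLA inhibitor control wells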
ABHD5 PLIN5 PPI = ABHD5-PLIN5 protein interaction inhibition | Split G. princeps luciferase complementation, luminescence, 4 h | inhibition, % at 4 µM | 360,000 tested, 0.78% active;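 active means inhibition above the mean inhibition across every tested compound plus 3 SD, cut at about 22% in these data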;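 further: 0% = DMSO only wells and the 100% control is not disclosed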
HTR2A ag = mouse HTR2A agonism via beta-arrestin recruitment. CHO-K1 mHTR2A beta-arrestin complementation, luminescence; percent of 30 µM serotonin response. activation, % at 7.6 µM. 360,000 tested, 0.66% active. AID 624169;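 active means activation above a run cutoff, the mean activation of all tested compounds plus 3 SD, cut at about 14% in these data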;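 further: 0% = plate median of compound wells and 100% = 30 µM serotonin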
MC4R barr agon = agonists of human melanocortin 4 receptor (MC4R) beta-arrestin; 360,000 tested, 0.98% active; U2OS MC4R beta-arrestin complementation, luminescence; percent of melanotan II response, DMSO zero; activation, % at 8.9 µM; AID 540308; P32245;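 active means activation above a per-plate cutoff, the mean activation of sample wells on that plate plus 3 SD, cut at about 8% in these data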
H9c2 protect = protects H9c2 cardiomyocytes from peroxide injury | H2O2 injury protection, ATPLite, 2 h | protection from H2O2 cell death, % at 20 µM | 360,000 tested, 0.63% active | AID 588492;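 active means compounds giving at least 50% protection of heart cells from peroxide-induced death in the single-dose screen, raw or plate-pattern-corrected value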;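 further: 0% = DMSO wells with peroxide and 100% = DMSO wells without peroxide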
* hit, by the source's call; · = no result given. An excerpt, so the mix of outcomes need not match the whole.

SMILES | NCOA2 inhibitor | NOD2-RIPK2 inh | ABCB6 inh MLPCN | MC4R antagonist | Glyco luc inh | TLR9-MyD88 block | ABHD5 PLIN5 PPI | HTR2A ag | MC4R barr agon | H9c2 protect
COc1ccc(-c2noc(CN3CCOCC3)n2)cc1OC | -17.6 | 0.0 | 95.0 | 3.2 | -1.0 | 3.4 | 3.1 | -2.9 | -0.3 | 3.9
CCOC(=O)c1ccc(NC(=O)Cc2coc3cc4c(cc23)CCC4)cc1 | 7.5 | -5.3 | 91.0 | 1.9 | 0.3 | -5.7 | -10.8 | 1.2 | 3.5 | -25.6
COc1cc(/C=N/NC(=O)c2sc(N)c(C#N)c2C)ccc1O | -15.8 | -6.0 | 96.0 | -7.0 | 14.8 | -4.8 | -1.8 | -7.5 | 0.1 | 53.5*
Cc1nc2ccc(-c3nc4cc(N)ccc4o3)cc2[nH]1 | 17.6 | -2.7 | 97.0 | 6.0 | -11.6 | -7.1 | -2.6 | 12.6 | -0.4 | -13.4
CCOC(=O)C1(C)CCCN(C(=O)c2ccc(-c3ccccc3)cc2)C1 (stereo not given) | -57.0 | -8.9 | 97.0 | -2.0 | 0.0 | · | -0.6 | -4.1 | -1.8 | -5.0
Cc1[nH]nc2cn[nH]c12 | 16.3 | 1.1 | 100.0 | 12.3 | -1.9 | 3.9 | -0.9 | -0.8 | 1.7 | 0.6
O=C(O)c1cccc(-c2nnn(Cc3ccccc3)n2)c1 | -52.9 | 0.3 | 92.0 | 10.5 | -2.2 | 0.1 | 1.9 | 4.5 | 0.5 | -10.9
CCc1ccc(OCC(=O)NC2CC(C)(C)NC(C)(C)C2)cc1 | 6.0 | -0.2 | 77.0 | 1.1 | -0.3 | 0.9 | 2.5 | 1.1 | -3.3 | 0.7
Cc1ccccc1OCC(O)CN (stereo not given) | 5.5 | 6.0 | 101.0 | -2.1 | 1.4 | -9.4 | -2.4 | -5.9 | 0.0 | 4.7
O=C(c1ccc(F)cc1Cl)N1CCN(S(=O)(=O)c2cccs2)CC1 | -12.0 | 3.8 | 85.0 | 1.1 | -0.1 | -11.9 | -2.6 | 1.4 | -1.5 | 10.3
CCSc1ccc2nnc(-c3cccs3)n2n1 | 10.9 | -29.1 | 98.0 | -20.4 | 0.5 | -4.9 | 7.1 | 8.9 | 3.1 | 26.5
CCCNC(=O)OCCC12CC3CC(CC(C3)C1)C2 | -27.4 | 2.0 | 96.0 | 10.7 | -3.1 | 2.8 | -5.0 | 4.4 | -0.2 | -3.0
CC(C)CN1CCC(CN2CCNC(=O)C2=O)CC1 | -12.5 | -12.0 | 101.0 | 7.7 | 1.1 | 1.7 | 6.8 | 4.6 | 0.3 | 11.5
O=C(CCN1C(=O)CSc2ccccc21)Nc1cccc(C(F)(F)F)c1 | -3.9 | 7.5 | 96.0 | 3.6 | -1.7 | -3.4 | -0.9 | -12.0 | 1.5 | -18.9
Cc1ccc(NCc2nnc(SCC(=O)NNC(=O)Cc3ccccc3)n2C)cc1 | 0.6 | -6.2 | 115.0 | 10.4 | -1.1 | 4.0 | 7.3 | -4.7 | 0.8 | 3.7
O=C(N/C(=C/c1ccccc1)C(=O)N1CCCCCC1)c1ccccc1 | -4.3 | -2.1 | 101.0 | 1.1 | -2.3 | -4.2 | 1.3 | -1.6 | -2.5 | 9.9
COc1cc(C(=O)OC(C)C(=O)NCC2CCCCC2)cc(NC(=O)c2ccco2)c1OC (stereo not given) | 7.2 | -7.8 | 99.0 | 7.6 | -0.4 | -9.4 | -2.4 | 9.6 | 13.3* | 9.9
CSCc1cccc(C(=O)OC(C)C(=O)Nc2c(C)n(C)n(-c3ccccc3)c2=O)c1 (stereo not given) | -14.9 | -5.7 | 102.0 | 8.1 | 0.5 | -4.8 | -3.3 | 2.3 | -2.0 | 3.5
COc1ccc(C(CNC(=O)C2CC(=O)N(Cc3ccccc3)C2)N2CCOCC2)cc1 (stereo not given) | -35.2 | -10.5 | 97.0 | 9.6 | 3.8 | -8.4 | 14.1 | 0.3 | -1.6 | 10.2
O=c1[nH]c(Cc2cccc(C(F)(F)F)c2)nc2ccccc12 | -2.7 | -13.6 | 92.0 | 5.0 | 1.5 | 4.0 | 1.7 | 1.5 | 9.0* | -2.4
Cc1ccc(C)c(S(=O)(=O)N/N=C/c2ccc(N3CCOCC3)cc2)c1 | -1.3 | 0.7 | 95.0 | 14.7 | -1.2 | 0.7 | 4.9 | -2.6 | -0.6 | -1.9
CC(C)c1ccc(NC(=O)NC2(C(=O)NCc3cccnc3)CCCCC2)cc1 | -0.6 | -10.0 | 89.0 | 11.0 | 2.5 | 3.4 | 2.0 | 2.8 | -0.2 | -2.2
COc1cccc(C(=O)NC2CC(C)(C)Cc3c2cnn3-c2cccc(F)c2)c1OC (stereo not given) | -9.3 | 1.8 | 93.0 | 2.4 | -1.6 | 1.2 | -3.2 | 2.9 | -1.4 | -12.7
O=C(NNC(=O)C1CC(c2cccnc2)=NO1)Nc1cccc(F)c1 (stereo not given) | 18.5 | 7.2 | 95.0 | 6.8 | 0.7 | 0.2 | -2.5 | -5.0 | -2.1 | -0.2
Cc1ccc(NC(=O)C2CCN(S(C)(=O)=O)CC2)cc1C | 0.7 | -7.3 | 99.0 | -1.0 | 0.5 | -1.0 | 3.7 | -5.1 | -0.2 | -7.7
COc1cc(NC(=O)CSc2nnc(Cn3nnc4ccccc43)n2C)cc(OC)c1 | -22.5 | 0.5 | 102.0 | 13.3 | -1.2 | -6.2 | -1.0 | 1.5 | -0.6 | 3.5
CCOc1ccc(OCCSc2nnnn2-c2ccccc2)cc1 | -13.9 | -0.1 | 86.0 | -1.2 | -1.7 | -2.0 | -5.8 | -3.1 | 1.0 | -11.0
Cc1cc(C(F)F)n2nc(C(=O)Nc3cccc(C(F)(F)F)c3)nc2n1 | 2.7 | -2.8 | 98.0 | -2.9 | -1.2 | 6.3 | -4.9 | -2.7 | -0.9 | 4.8
Cc1ccc2nc(SCC(=O)NCCCN3CCCC3=O)[nH]c2c1 | -6.5 | -10.4 | 97.0 | 3.2 | 0.4 | -3.9 | -6.3 | 2.7 | -0.5 | 9.9
O=C(CSc1nc(=O)[nH]c2c1CCCC2)Nc1cc(C(F)(F)F)cc(C(F)(F)F)c1 | -6.5 | 4.2 | 97.0 | 0.8 | 12.6 | 0.1 | 1.1 | 1.7 | -3.4 | -12.3
CC(=O)c1cccc(NC(=O)c2csc3c2CCCCC3)c1 | -9.0 | -0.3 | 100.0 | 2.8 | -3.5 | -10.7 | -1.6 | 0.2 | 2.9 | -6.4
O=C(Nc1nc2ccccc2s1)C1CCCO1 (stereo not given) | -62.8 | -5.0 | 91.0 | -5.5 | -6.9 | -3.5 | -4.3 | 2.0 | -1.3 | -4.2
O=C(Nc1cccc(-c2csc(Nc3cccc(C(F)(F)F)c3)n2)c1)c1cc([N+](=O)[O-])cc(C(F)(F)F)c1 | 5.5 | 8.2 | 101.0 | 5.6 | -7.2 | -9.5 | 5.4 | -2.7 | -1.8 | -12.3
O=C(NC(=S)NNC(=O)c1ccccc1O)c1ccc(F)cc1 | 5.1 | -15.6 | 100.0 | 6.4 | 1.3 | -2.6 | -9.4 | -2.2 | -1.3 | 9.6
CCOC(=O)CC/C(=N\NC(N)=O)c1ccc(OC)c(Cl)c1 | -3.7 | -0.2 | 95.0 | -1.3 | 3.7 | 4.7 | 1.4 | 5.7 | 1.0 | 1.5
COc1ccccc1NS(=O)(=O)c1ccc2oc(SCC(C)=O)nc2c1 | 10.2 | 6.8 | 92.0 | 0.6 | 1.4 | -5.3 | -7.1 | -2.4 | -0.2 | -3.0
Cc1cccc(NC(=O)CCC2CCN(C(=O)c3ccc(C)s3)CC2)c1 | 1.9 | -1.4 | 93.0 | 3.7 | -1.3 | -3.6 | -9.5 | -2.0 | -2.6 | -1.4
CCCCOC(=O)c1ccc(NC(=O)c2ccoc2C)cc1 | -29.6 | 1.1 | 101.0 | -0.7 | -3.3 | 1.9 | -6.6 | -5.8 | 1.2 | -13.6
CCN(CC)c1ccc(/C=N/NC(=O)OC(C)(C)C)cc1 | -74.8 | -5.2 | 102.0 | 2.3 | 1.1 | 3.2 | -0.7 | -1.3 | -1.0 | -2.9
NS(=O)(=O)c1ccc(N=Cc2ccc(Br)s2)cc1 | 30.0 | 2.6 | 98.0 | 0.8 | 2.2 | -2.1 | 6.8 | 0.7 | -1.6 | -1.1
COCCNC(=O)c1nc2c(nnn2Cc2cc(C)ccc2C)c(=O)[nH]1 | -11.0 | -3.4 | 100.0 | -2.1 | -0.1 | 0.8 | -5.7 | 2.5 | -2.0 | 0.4
CCN(CC(=O)Nc1c(F)cccc1F)C(=O)CNC(=O)c1ccc(Br)o1 | 15.2 | 0.4 | 99.0 | 10.4 | 2.1 | -0.3 | -4.2 | 1.6 | -2.8 | -3.1
COc1ccc(OC)c(NC(=O)c2cccc(NC(=O)c3ccccc3C(=O)O)c2)c1 | -29.7 | 1.9 | 99.0 | -0.5 | 1.7 | -7.0 | 3.0 | 0.5 | -0.9 | -2.6
Cc1ccc(N(Cc2cc(=O)[nH]c3ccccc23)C(=O)C(C)C)cc1 | 14.0 | -6.1 | 97.0 | 1.2 | 0.7 | -11.7 | 0.2 | 2.0 | 0.2 | -1.0
CC(C)(C)OC(=O)N1CCCC(C(=O)Nc2ccc(C(=O)NCCc3ccccc3)cc2)C1 (stereo not given) | 12.2 | -8.3 | 101.0 | -1.2 | -0.8 | 5.2 | -0.8 | 5.3 | -2.1 | 10.8
CCN(CC)C(=O)C(C)OC(=O)c1ccc(O)cc1 (stereo not given) | -26.4 | -4.4 | 107.0 | 6.5 | · | 1.8 | 4.5 | 9.7 | -0.3 | 4.2
Cc1cc(C(=O)OCC(=O)N2c3ccccc3CC2C)c(C)o1 (stereo not given) | -9.2 | -17.8 | 100.0 | 0.1 | -1.4 | 2.7 | -1.4 | 8.1 | 0.8 | 5.7
CCN(CCn1cccn1)C(=O)c1cc(COc2ccc(F)cc2Cl)on1 | -15.5 | 1.1 | 100.0 | 13.6 | -0.4 | -23.9 | 4.4 | -4.5 | 1.7 | -1.2
CCOC(=O)C1(C)CCN1C(=O)c1ccc(SC(F)(F)F)cc1 (stereo not given) | 21.9 | -8.9 | 93.0 | 9.3 | 0.4 | · | -6.2 | 16.0* | -1.5 | -4.0
CC(=O)c1ccc(S(=O)(=O)NCCc2csc(-c3cccnc3)n2)cc1 | 3.7 | -0.2 | 90.0 | 0.0 | 0.9 | 1.5 | -0.2 | -1.1 | -3.4 | -1.3
CCOc1cc2[nH]c(=O)n(CCCCC(=O)NC3CCCCCC3)c(=O)c2cc1OCC | -20.1 | -4.7 | 95.0 | 2.5 | 0.3 | 3.4 | 5.1 | 5.6 | -0.3 | -0.6
